FN deposition inh: fibronectin deposition inhibition; inhibition, % at 12.6 µM; 350,000 tested, 0.086% active; AH1F fibroblasts, Alexa488-fibronectin deposition fluorescence, overnight;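 active means mean inhibition across replicates of 30% or more, regardless of how many single replicates reach that level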;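 further: positive control wells lacked labelled fibronectin entirely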
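material = AH1F fibroblast monolayer depositing Alexa488-labelled fibronectin into matrix | amount = 10000 AH1F cells/well | buffer or medium = DMEM plus 2% serum, read in PBS | incubation = 1 h cell adhesion before compound, then overnight fibronectin incubation | detection = fluorescence at 485 nm excitation, 525 nm emission | evaluation = percent inhibition as loss of matrix-bound fibronectin fluorescence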
Cneo AK release: causes C. neoformans cell lysis; adenylate kinase release luminescence, 4 h; normalised: neutral wells 0, clomiphene wells 100; lysis activity, % at 15 µM; 360,000 tested, 0.2% active; AID 651654;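 active means mean lysis activity across replicates of at least 80%, whatever share of replicates individually reach that level; inactive means mean lysis activity below 80%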
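Material – log-phase Cryptococcus neoformans yeast cells · Input – 5 × 10^6 yeast cells/mL · Medium – fresh YPD growth medium · Doses – single compound concentration per well · Timing – static 4 h at 37 °C with compound, 1 h detection · Detection – adenylate kinase release luminescence · Read-out – signal increase indicating cell lysis · Control set – Clomiphene as positive lysis control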
GSIS activator: GLuc luminescence reporter in INS-1E cells, primary screen for activators of glucose-dependent secretion of insulin | INS-1E GLuc reporter insulin secretion, 2-3 h | activation, % at 16.6 µM | 370,000 tested, 0.61% active | AID 743287;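 active means lowest replicate activation of at least 40%, so every replicate reaches that level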;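 further: 0% = median of neutral control wells and 100% = median of IBMX positive control wells; some compounds called inactive have numbers as strong as hits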
Statin myotox sup: suppression of simvastatin myotoxicity; C2C12 myotubes + simvastatin, ATP luminescence, 48 h; scaled: DMSO 0, geranylgeraniol control 100; AID 602340; 330,000 tested, 0.78% active; rescue of ATP level, % at 7.49 µM;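 active means mean ATP rescue above about 67%, or every replicate alone reaching that limit, limit read from the data, passing the limit was not always enough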;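 further: myotubes were challenged with 10 µM simvastatin during compound exposure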
F508del corr: CFTR F508del correction in bronchial cells | activity (quench increase), % at 7.58 µM | CFBE cells, YFP halide quenching; stimulated with forskolin plus potentiator P3; % fluorescence drop versus neutral controls | 350,000 tested, 0.36% active | AID 720511;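 active means mean added fluorescence quench of at least 8% versus neutral control, with both replicates also reaching 8%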;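 further: cells transiently co-express mutant CFTR-F508del with the halide-sensitive YFP; corrector assay measuring rescue of mutant channel to the surface after 24 h compound exposure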
PglD DTNB: PglD (C. jejuni) enzyme inhibition | purified PglD enzyme, DTNB colorimetric CoA detection | inhibition, % at 12.5 µM | 360,000 tested, 0.098% active | AID 602405; in the data active means inhibition above about 16%, passing the limit was not always enough; further: strong numbers were not always called active
miR122 inh: inhibitors of miR-122 in Huh7 cells; activation (reporter increase), % at 12.5 µM; 340,000 tested, 0.3% active; Huh7 miR-122 Renilla luciferase sensor, 48 h; neutral wells = 0, positive control = 100;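 active means mean replicate activation score at least 90 and every replicate individually at or above 90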;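 further: higher luciferase means less miR-122 activity so hits act as miR-122 inhibitors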
PGC1a acetyl inh: PGC1a acetylation modulation, inhibitor mode; U2OS PGC1a acetylation, AlphaScreen anti-acetyl-lysine; with virally co-expressed GCN5 acetyltransferase; inhibition, % at 15.6 µM; 350,000 tested, 0.17% active; AID 651687;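 active means every replicate shows inhibition of at least 40%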;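 further: 0% = neutral control wells and 100% = positive control wells; some results beyond the cut were filed as inactive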
Starred values were filed as active, the others as inactive; x = no result given; [ ] = another dose, or the depositor's remark.

[1] O=C(C[n+]1cccc2ccccc21)c1ccc([N+](=O)[O-])cc1
[2] O=C(C[C@H]1C=C[C@@H](NC(=O)c2ccncc2)[C@H](CO)O1)NCCc1ccncc1
[3] COc1ccc(NS(=O)(=O)c2ccc(C)c(C(=O)NNC(=O)c3ccccc3O)c2)cc1
[4] CCCNC(=O)C1(C)CCN(C(=O)c2cc(C(C)(C)C)nn2C)C1 (stereo unspecified)
[5] CC1(C)CC(=O)C=C(c2ccc(-c3ccc(S(C)(=O)=O)cc3)cc2)C1=O
[6] CCCn1c(SCC(=O)NCCc2ccccc2)nnc1C(C)C

compound no.	1	2	3	4	5	6
FN deposition inh	7	-5	5	-2	x	3
Cneo AK release	-3	-1	-3	2	1	-1
GSIS activator	-9	9	-14	22	-5	9
Statin myotox sup	4	0	-9	9	-8	1
F508del corr	0.1	-0.2	-0.3	0.3	2.4	-1.5
PglD DTNB	-8	2	-2	1	-4	-4
miR122 inh	3	x	9	3	-7	-14
PGC1a acetyl inh	2	-12	x	3	14	-3

[7] CO[C@H]1CN(C)C(=O)c2cc(NC(=O)C3CCC3)ccc2OC[C@H](C)N(CC2CCCCC2)C[C@@H]1C
[8] c1cncc(Oc2cccc(Oc3cccnc3)c2)c1
[9] O=C(Nc1cccnc1)c1ccc(NC(=O)c2ccco2)cc1
[10] CCC(C)NC(=O)[C@@H]1CCCN1C(=O)C1CCN(S(=O)(=O)c2ccc(C)cc2)CC1 (stereo partly specified)
[11] C[C@H]1CN([C@@H](C)CO)S(=O)(=O)c2ccc(C#CC3(O)CCCC3)cc2O[C@@H]1CN(C)C(=O)c1ccncc1
[12] O=C(CCC1CCCC1)Nc1nnc(-c2ccc3c(c2)OCO3)s1

compound no.	7	8	9	10	11	12
FN deposition inh	-8	x	-1	1	-10	-3
Cneo AK release	2	-4	3	1	1	-2
GSIS activator	-21	x	x	-9	16	10
Statin myotox sup	-6	108*	-42	-7	-24	5
F508del corr	-0.5	x	x	0.5	-1.2	x
PglD DTNB	1	-11	-9	0	-2	-1
miR122 inh	x	-1	-7	-2	5[16.7 µM]	-4
PGC1a acetyl inh	-11	-7	-17	11	6	-8

[13] O=C(c1cc[n+]([O-])cc1)N1CCc2c([nH]c3ccccc23)C1c1ccccc1Cl (stereo unspecified)
[14] CO[C@H]1O[C@H](CO)[C@@H](OC(=O)Nc2ccccc2)[C@H](OC(=O)Nc2ccc3c(c2)OCO3)[C@@H]1OC(=O)Nc1ccc2c(c1)OCO2
[15] N#CCC(=O)Nc1ccc(C(=O)OCC(=O)N(C2CCCCC2)C2CCCCC2)cc1
[16] O=C1N[C@@H](Cc2cn(S(=O)(=O)c3ccc([N+](=O)[O-])cc3)c3ccccc23)C(=O)N[C@H]1Cc1ccccc1
[17] O=C(Nc1nc2c(s1)CCCC2)c1ccc(Br)o1
[18] Cc1noc(C)c1C(=O)Nc1nc2ccc(F)cc2s1

compound no.	13	14	15	16	17	18
FN deposition inh	x	x	-4	11	x	-5
Cneo AK release	-1	100*	0	0	-11	-2
GSIS activator	-19	x	0	x	31	-5
Statin myotox sup	x	x	-1	18	112*	-45
F508del corr	x	-1.4	0.7	-1.9	x	-1.5
PglD DTNB	-1	2	0	-6	3	-2
miR122 inh	-3	x	2	-11	0	-6
PGC1a acetyl inh	1	-8	23	6	-4	5

[19] Cc1ccc(-c2nc(C)sc2CC(=O)OCC(=O)Nc2ccc(F)c(Cl)c2)cc1
[20] NC(=O)CSc1nc(-c2ccccc2Cl)ns1
[21] CCn1c(SCC(=O)NCc2ccc3c(c2)OCO3)nnc1-c1ccco1
[22] CCOCc1nnc(NC(=O)C2CCN(C(=O)C3CC(=O)N(c4ccc(C)cc4)C3)CC2)s1 (stereo unspecified)
[23] C[C@@H]1CN([C@H](C)CO)C(=O)c2cccc(NS(=O)(=O)c3ccccc3)c2O[C@H]1CN(C)Cc1ccccc1
[24] Cc1ccc(NC(=O)COC(=O)c2cc(Cl)cc(Cl)c2)c(Br)c1

compound no.	19	20	21	22	23	24
FN deposition inh	-1	-3	2	3	x	-3
Cneo AK release	1	-7	-10	-1	40	1
GSIS activator	-26	x	8	7	-7	4
Statin myotox sup	3	-1	9	-8	6	x
F508del corr	-1.3	x	-1.7	-0.3	0.3	x
PglD DTNB	0	0	1	3	0	-4
miR122 inh	-8	x	x	-2	37[16.7 µM]	3
PGC1a acetyl inh	-1	-7	x	19	-6	x

[25] Cc1cc(C(=O)CSc2n[nH]c(N)n2)c(C)n1-c1ccc(F)cc1
[26] O=C(Nc1ccc(Cl)c(C(F)(F)F)c1)[C@@H]1CC=C[C@@H]2CCN(C3CCCCC3)C(=O)[C@@H]21
[27] Cc1noc(C)c1NC(=O)N(C)C[C@H]1OCCCC[C@H](C)Oc2ccc(NC(=O)CCC(F)(F)F)cc2C(=O)N([C@@H](C)CO)C[C@@H]1C
[28] O=c1c2ccccc2nc2n1CCc1ccc(Br)cc1-2
[29] COc1ccc(NC(=O)CCn2c(=S)[nH]c3ccccc3c2=O)cc1
[30] Fc1ccc2c(c1)C(c1ccncc1)=NNC(c1ccc(Cl)cc1)=N2

compound no.	25	26	27	28	29	30
FN deposition inh	-13	-6	x	-1	2	1
Cneo AK release	-1	-1	4	2	3	1
GSIS activator	x	0	1	-4	10	x
Statin myotox sup	-7	-15	x	-4	-41	x
F508del corr	x	1.6	0.3	-0.6	-1.0	x
PglD DTNB	-3	3	0	2	2	-4
miR122 inh	29	-2	4[16.7 µM]	4	x	5
PGC1a acetyl inh	x	x	-17	-6	x	x

[31] CN(Cc1ccccc1)C(=O)c1nn2cccnc2c1Cl
[32] Cc1ccc(CNc2nc3ccc(C)cc3n3cnnc23)cc1
[33] COc1ccc(OC)c(N/C=C/C(=O)c2ccc(OC)c(OC)c2)c1
[34] CN(CC(=O)Nc1ccc(F)cc1)C(=O)c1ccncc1
[35] CCOC(=O)C(CCCOc1cccc(OC)c1)C(=O)OCC
[36] Cc1onc(-c2c(F)cccc2Cl)c1C(=O)NCCCN1CCOCC1

compound no.	31	32	33	34	35	36
FN deposition inh	4	-14	4	0	x	x
Cneo AK release	0	-2	-4	2	0	0
GSIS activator	2	6	-6	4	-15	6
Statin myotox sup	-5	20	-13	3	18	13
F508del corr	0.8	-0.1	2.1	0.1	x	-0.6
PglD DTNB	3	-2	-7	6	3	3
miR122 inh	6	-6	-4	x	-5	-7
PGC1a acetyl inh	-2	6	6	x	-14	7

Reformatted: entries from further up.
Below each compound – FN deposition inh, Cneo AK release, GSIS activator, Statin myotox sup, F508del corr, PglD DTNB, miR122 inh, PGC1a acetyl inh
#24 Cc1ccc(NC(=O)COC(=O)c2cc(Cl)cc(Cl)c2)c(Br)c1
  -3, 1, 4, x, x, -4, 3, x
#25 Cc1cc(C(=O)CSc2n[nH]c(N)n2)c(C)n1-c1ccc(F)cc1
  -13, -1, x, -7, x, -3, 29, x
#26 O=C(Nc1ccc(Cl)c(C(F)(F)F)c1)[C@@H]1CC=C[C@@H]2CCN(C3CCCCC3)C(=O)[C@@H]21
  -6, -1, 0, -15, 1.6, 3, -2, x
#27 Cc1noc(C)c1NC(=O)N(C)C[C@H]1OCCCC[C@H](C)Oc2ccc(NC(=O)CCC(F)(F)F)cc2C(=O)N([C@@H](C)CO)C[C@@H]1C
  x, 4, 1, x, 0.3, 0, 4[16.7 µM], -17
#28 O=c1c2ccccc2nc2n1CCc1ccc(Br)cc1-2
  -1, 2, -4, -4, -0.6, 2, 4, -6
#29 COc1ccc(NC(=O)CCn2c(=S)[nH]c3ccccc3c2=O)cc1
  2, 3, 10, -41, -1.0, 2, x, x
#30 Fc1ccc2c(c1)C(c1ccncc1)=NNC(c1ccc(Cl)cc1)=N2
  1, 1, x, x, x, -4, 5, x
#31 CN(Cc1ccccc1)C(=O)c1nn2cccnc2c1Cl
  4, 0, 2, -5, 0.8, 3, 6, -2
#32 Cc1ccc(CNc2nc3ccc(C)cc3n3cnnc23)cc1
  -14, -2, 6, 20, -0.1, -2, -6, 6
#33 COc1ccc(OC)c(N/C=C/C(=O)c2ccc(OC)c(OC)c2)c1
  4, -4, -6, -13, 2.1, -7, -4, 6

Continuation:
[37] O=C(Cc1ccncc1)NCC[C@@H]1CC[C@@H](NC(=O)C2CCCC2)[C@@H](CO)O1
[38] Cn1c(=O)oc2cc(S(=O)(=O)NCCC(=O)N3CC=C(c4ccccc4)CC3)ccc21
[39] CCOC(=O)CNC(=O)CSc1nc(NCc2ccccc2)nc(N(C)C)n1
[40] COc1ccc(NC(=O)COC(=O)C2CCN(S(=O)(=O)c3cccs3)CC2)cc1OC
[41] CCOC(=O)C1=C(N)N2C(=O)C(C)SC2=C(C(=O)OC)C1c1ccccc1OC (stereo unspecified)
[42] C[C@H](O)C#Cc1cnc2c(c1)C(=O)N([C@H](C)CO)C[C@@H](C)[C@H](CN(C)C(=O)c1ccncc1)O2

compound no.	37	38	39	40	41	42
FN deposition inh	-7	7	x	1	x	x
Cneo AK release	-1	19	-1	0	-1	7
GSIS activator	-6	-3	x	8	x	17
Statin myotox sup	-3	-4	x	-1	-4	3
F508del corr	-2.7	x	x	-2.7	x	-2.2
PglD DTNB	1	-1	-3	3	0	-1
miR122 inh	15[16.7 µM]	7	1	x	-7	-1[16.7 µM]
PGC1a acetyl inh	-2	-19	9	7	3	-5

[43] C[C@H]1CN([C@@H](C)CO)C(=O)c2c(c3ccccc3n2C)-c2ccccc2CO[C@@H]1CN(C)C(=O)Nc1cccc(C(F)(F)F)c1
[44] O=C(Cn1cnc2c(cnn2-c2ccccc2)c1=O)N1CCOCC1
[45] CCNC(=O)c1cc2ccccc2o1
[46] O=C(CCCn1c(=O)[nH]c2ccsc2c1=O)Nc1ccc(F)cc1
[47] Cc1c(C)c2ccc(OCC(=O)N3CCC[C@@H]3C(=O)O)c(C)c2oc1=O
[48] COc1ccc(C2=NOC(Cn3nc(C(=O)NCc4cccs4)cc3-c3ccccc3)C2)cc1 (stereo unspecified)

compound no.	43	44	45	46	47	48
FN deposition inh	-12	3	8	2	x	7
Cneo AK release	x	0	0	0	0	-3
GSIS activator	-33	6	x	-3	-5	-18
Statin myotox sup	x	x	x	-12	3	-13
F508del corr	-2.7	-1.7	x	-2.3	-2.0	-3.6
PglD DTNB	x	6	2	-2	3	4
miR122 inh	x	-4	-5	3	0	4
PGC1a acetyl inh	-6	-8	2	-2	-19	-20

[49] COc1cccc(CN(C)Cc2nc(C3CC3)no2)c1
[50] CN(CC(=O)Nc1ccc(N2CCOCC2)cc1)C(=O)c1ccc(CS(C)(=O)=O)cc1
[51] O=S(=O)(NCCCCCNS(=O)(=O)c1c(F)cccc1F)c1ccc2c(c1)OCCO2
[52] Cc1cccc(C)c1NC(=O)CNC(=O)c1ccc(COc2ccccc2)o1
[53] COc1ccc(-c2nc(C3CCCCC3)c3cc(OC)ccc3n2)cc1
[54] CCOC(=O)c1[nH]c(C)c(C(=O)Nc2ccccc2F)c1C

compound no.	49	50	51	52	53	54
FN deposition inh	11	-2	-6	5	-5	x
Cneo AK release	x	1	1	-1	2	-1
GSIS activator	11	2	0	-1	10	x
Statin myotox sup	x	-8	10	-5	-10	-159
F508del corr	-1.1	-0.7	-0.6	-2.5	0.6	x
PglD DTNB	x	4	-4	5	3	3
miR122 inh	x	3	18	7	-7	10
PGC1a acetyl inh	-5	-33	-8	-5	4	6

Source: PubChem (Broad Institute)
